# Screening results: PubChem BioAssay, Broad Institute
# ERAP1 inh: ERAP1 (human) enzyme inhibition; Q9NZ08; 0.15% of 340,000 active; inhibition, % at 10.7 µM; AID 652197; recombinant ERAP1, Leu-AMC fluorescence, 60 min;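 active = mean replicate inhibition of at least 30%, or all replicates individually reaching that 30% level; inactive = mean below 30% and not every replicate reaching it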;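 also: 0% = neutral control wells and 100% = L-leucinethiol positive control wells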
# SIRT5 block: inhibitors of human sirtuin-5 desuccinylase; Q9NXA8; 1.1% of 330,000 active; Purified SirT5, succinyl-peptide AMC, trypsin-coupled fluorescence; inhibition, % at 15 µM; in the data active = inhibition above about 15%; inconclusive = no clear call, values can overlap the other calls
# miR122 inh: inhibitors of miR-122 in Huh7 cells; 0.3% of 340,000 active; activation (reporter increase), % at 12.5 µM; Huh7 miR-122 Renilla luciferase sensor, 48 h; neutral wells = 0, positive control = 100;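 active = mean replicate activation score at least 90 and every replicate individually at or above 90; inconclusive = only one of the two criteria met; inactive = neither criterion met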;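 also: higher luciferase means less miR-122 activity so hits act as miR-122 inhibitors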
# F508del corr: correctors of CFTR F508del function in bronchial epithelial cells | CFBE cells, YFP halide quenching; stimulated with forskolin plus potentiator P3; % fluorescence drop versus neutral controls | activity (quench increase), % at 7.58 µM | 0.36% of 350,000 active | AID 720511;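 active = mean added fluorescence quench of at least 8% versus neutral control, with both replicates also reaching 8%; inconclusive = only one of the mean or replicate conditions met; inactive = mean below 8% and not both replicates reaching 8%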;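 also: cells transiently co-express mutant CFTR-F508del with the halide-sensitive YFP; corrector assay measuring rescue of mutant channel to the surface after 24 h compound exposure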
# ERp5 block: inhibitors of human ERp5; ERp5 insulin aggregation, absorbance 650 nm, 90 min; inhibition, % at 9.99 µM; 0.05% of 350,000 active;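 active = mean replicate inhibition above about 25%, with every replicate also reaching it, limit read from the data, passing the limit was not always enough; inconclusive = only one of those two criteria met; inactive = neither criterion met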
# Target sequence (Q15084 whole entry, looked up): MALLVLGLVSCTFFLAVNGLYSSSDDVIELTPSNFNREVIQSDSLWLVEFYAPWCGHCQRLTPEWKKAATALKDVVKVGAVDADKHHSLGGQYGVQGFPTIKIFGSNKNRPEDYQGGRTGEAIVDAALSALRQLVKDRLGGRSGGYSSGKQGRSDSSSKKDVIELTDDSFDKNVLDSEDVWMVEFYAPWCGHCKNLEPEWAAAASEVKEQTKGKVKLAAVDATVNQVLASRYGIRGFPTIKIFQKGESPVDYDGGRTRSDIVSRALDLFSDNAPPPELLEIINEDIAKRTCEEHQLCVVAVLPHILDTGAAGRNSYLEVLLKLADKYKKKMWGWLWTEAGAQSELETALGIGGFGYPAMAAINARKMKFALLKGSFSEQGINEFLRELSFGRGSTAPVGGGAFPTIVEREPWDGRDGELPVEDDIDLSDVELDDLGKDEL
# CASP6 VEID inh: inhibitors of human caspase-6 | AID 686996 | inhibition, % at 12.5 µM | P55212 | purified caspase-6, Z-VEID-R110 cleavage fluorescence | 0.53% of 350,000 active;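 active = mean inhibition across replicates at least about 35%, with every replicate also reaching that limit, limit read from the data; inconclusive = only one of the two criteria met; inactive = neither criterion met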;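 also: 0% = median of neutral control wells and 100% = no fluorescence left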
# Target sequence (P55212 24-179 limits assumed): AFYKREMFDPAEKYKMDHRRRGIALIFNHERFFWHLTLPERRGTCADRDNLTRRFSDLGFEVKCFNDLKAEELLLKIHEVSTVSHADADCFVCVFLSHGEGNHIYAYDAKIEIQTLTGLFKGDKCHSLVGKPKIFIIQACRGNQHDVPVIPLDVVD
# Target sequence (P55212 194-293 limits assumed): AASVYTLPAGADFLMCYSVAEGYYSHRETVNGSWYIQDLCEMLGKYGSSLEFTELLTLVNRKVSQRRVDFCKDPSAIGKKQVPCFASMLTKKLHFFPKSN
# DENV2 CPE rescue: protects cells from dengue virus 2 cytopathic effect | DENV2-infected cells, cytopathic effect rescue, plate reader | CPE inhibition, % at 9.99 µM | 1.7% of 350,000 active | AID 651640; in the data active = CPE inhibition above about 20%, passing the limit was not always enough; inconclusive = no clear call, values can overlap the other calls; tested in BHK-21 cells;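 also: 0% = median of neutral control wells and 100% = median of positive control wells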
# * = called active by the depositor; u = inconclusive; x = not tested or not shown; & = joins results of further samples; [ ] = another dose, or the depositor's remark. Compounds were not picked by outcome; 4% or so of the library scored in one or more.
mol,ERAP1 inh,SIRT5 block,miR122 inh,F508del corr,ERp5 block,CASP6 VEID inh,DENV2 CPE rescue
O=C(C[C@H]1C=C[C@@H](NS(=O)(=O)c2ccc(F)cc2)[C@@H](CO)O1)N1CCN(c2ccccc2)CC1,-1,-4,-6[16.7 µM],-2.6,1,2,4
CN(C)/C=C1/C=C(C=O)OC1=O,10,5,x,-2.4,4,45*,-2
Cc1ccc(Cc2cnc(NC(=O)C3=NCCN3)s2)cc1,-1,-2,x,-4.0,-9,-2,-4
CC(C)CC#Cc1cnc2c(c1)C(=O)N([C@H](C)CO)C[C@H](C)[C@@H](CN(C)Cc1ccccc1C(=O)O)O2,-1,-1,x,2.3,7,0,3
CCCc1ncc(CN2CCC(C(=O)Nc3cccc(-c4cscn4)c3)CC2)cn1,1,5,-3,-4.2,0,-3,10
N#Cc1ccc(C23CC4(C2)[C@H](CN(Cc2ccc(-c5ccccc5)cc2)[C@@H]4c2ccccc2)C3c2ccccc2)cc1 (some centres not stated),-1,x,4,-1.8,0,1,-4
Cc1ccc(S(=O)(=O)Nc2ccc3c(c2)C(=O)N([C@H](C)CO)C[C@@H](C)[C@@H](CN(C)C(=O)c2ccccc2)OCCCC[C@@H](C)O3)cc1,0,0,-3[16.7 µM],0.8,-4,-1,u
CC(=O)Nc1ccc(C(=O)OCC(=O)N(c2ccccc2)C2CCCCC2)cc1,3,x,x,-1.0,-7,0,-4
CCC(=O)N1CC(=O)N2[C@H](CO)[C@H](c3ccc(C#Cc4cccc(OC)c4)cc3)[C@@H]2C1,2,1,x,-2.6,-3,1,7
O=C(OCc1ccccc1)N1CCOCCN(C(=O)OCc2ccccc2)CCOCC1,-1,1,-7,-1.9,4,1,12
Cc1ccc(N2CC(C(=O)Nc3ccc(S(=O)(=O)N4CCOCC4)cc3)CC2=O)cc1 (configuration not stated),12,0,-4,-0.5,3,3,-5
CC1(c2nnc(-c3ccccc3)o2)CC(c2ccc(Cl)cc2)=NO1 (configuration not stated),1,x,-4,-3.6,2,-1,-15
Cc1ccc(NC(=O)CSc2nc3ccc(Nc4nc(N5CCOCC5)nc(N5CCOCC5)n4)cc3s2)cc1,-10,-2,x,-4.4,2,-1,1
O=C(O)c1cccc(S(=O)(=O)N(Cc2ccccc2)c2cccc(C(F)(F)F)c2)c1,1,-3,-5,0.0,4,10,3
CCS(=O)(=O)Nc1ccc2c(c1)C(=O)N(C)[C@@H]1CC[C@@H](CC(=O)NCc3ccccc3F)O[C@H]1CO2,0,1,x,x,0,-2,2
Cc1ccc(S(=O)(=O)N2CCN(C(=O)c3ccco3)CC2)cc1,5,7,-1,0.5,-3,3,9
COc1ccccc1S(=O)(=O)N(C)C[C@@H]1OCc2cn(nn2)CCCC(=O)N([C@@H](C)CO)C[C@H]1C,1&0,-4&2,0,1.7&1.8&-2.1,2&3,-2&-2,-4&1
CCCOc1ccc(/C=N/Nc2ccccc2[N+](=O)[O-])c(O)c1,0,2,x,x,0,0,-1
COc1ccc(C2CC(O)(c3ccccc3)Oc3cc(OC)c(OC)c(OC)c32)cc1 (configuration not stated),5,-2,0,-1.8,6,1,-6
O=C(NCc1cn2ccsc2n1)c1cccs1,1,-4,0,1.4,-3,0,-2
CC=Cc1ccc2n(c1=O)C[C@H]1[C@H](CO)[C@@H](C(=O)NCC(F)(F)F)[C@@H]2N1C(=O)C1CCC1 (mixture of isomers),1,-20,-1[16.7 µM],1.8,-10,1,-1
CC(C)C#Cc1ccc([C@@H]2[C@H]3CN(S(=O)(=O)c4ccccc4)CC(=O)N3[C@H]2CO)cc1,1,13,x,5.7,-2,5,0
O=S(=O)(NCc1ccc2c(c1)OCO2)c1ccc2c(c1)oc1ccccc12,2,-2,2,-2.4,2,-3,x
O=C(NCCCC1CCCC1)C1CCC(=O)N(Cc2cccc(C(F)(F)F)c2)C1 (configuration not stated),-4,-1,-2,-0.8,-3,1,26*
CC(C)(C)c1ccc(OCCCn2ccnc2)cc1,-5,-5,1,3.1,2,4,0
Cc1noc(C)c1NC(=O)N(C)C[C@@H]1Oc2ccc(NS(=O)(=O)c3c(C)noc3C)cc2C(=O)N([C@H](C)CO)C[C@H]1C,0,11,-3[16.7 µM],-1.4&0.5,-3,4,-1
Cc1noc(C)c1NC(=O)N(C)C[C@H]1OCCCC[C@H](C)Oc2ccc(NC(=O)c3ccccc3)cc2C(=O)N([C@@H](C)CO)C[C@@H]1C,4,-1,4[16.7 µM],-3.1,3,-1,4
CCc1c(C)nc2c(-c3ccccc3OC)c(C)[nH]n2c1=O,x,4,-1,-1.9,4,1,8
Cc1cc(-c2nnc(SCC(=O)c3ccc(Cl)cc3)o2)no1,-1,5,3,1.3,-1,-4,11
Cc1ccc(NC(=O)CSc2nc3ccccc3nc2N2CCOCC2)cc1,2,1,4,5.0,2,-1,3
Cc1cccnc1NC(=O)c1ccc(S(=O)(=O)N2CCCCCC2)cc1,-1,-3,x,-0.5,8,-8,-1
CCOC(=O)N1CCC(NC(=O)CCCC(=O)O)CC1,x,x,5,-0.6,8,0,2
CCN1C(=O)c2cccc3c(S(=O)(=O)Nc4ccccc4O)ccc1c23,3,1,4,-0.5,2,4,1
Cc1nc(C)c(C(=O)NNS(=O)(=O)c2ccc3ccccc3c2)s1,-5,-2,x,0.8,7,-1,2
O=C(CN1C(=O)CCS(=O)(=O)c2ccccc21)Nc1ccc(Cl)cc1,0,-1,x,-3.6,3,1,-4
CC1(C(=O)O)C=CC2(CCCCC2)N1C(=O)c1ccccc1 (configuration not stated),-1,-2,x,-1.8,3,2,u
CNC(=O)C[C@@H]1CC[C@@H]2[C@@H](COc3ccc(NC(=O)NC4CCCC4)cc3C(=O)N2C)O1,-2,-8,2[16.7 µM],0.7,5,2,0
C[C@H]1CN([C@@H](C)CO)C(=O)c2cc(NC(=O)CCC(F)(F)F)ccc2O[C@@H]1CN(C)Cc1ccncc1,1,6,-1[16.7 µM],-3.4,-1,-2,0
CO[C@H]1CN(C)C(=O)c2cc(NC(=O)Nc3ccccc3F)ccc2OC[C@@H](C)N(CC2CC2)C[C@@H]1C,-3,1,x,-1.0,0,0,1
COc1ccc(CCNC(=O)CNS(=O)(=O)c2ccc(Br)cc2)cc1,x,0,-2,0.1,-1,1,12
COC(=O)C1(C(F)(F)F)C2C=CC(C2)N1S(=O)(=O)c1ccc(C)cc1 (configuration not stated),2,-2,-7,1.0,0,6,-4
COc1ccc(-n2c(Cc3cccn3C)nnc2SCC(=O)NC2CCCC2)cc1,2,1,-5,0.0,2,1,-3
N#C/C(=C(/O)c1ccc(Cl)cc1)c1nc2ccccc2[nH]1,2,-11,x,-0.1,1,-2,0
O=CN1CCN(c2c([N+](=O)[O-])c(=O)oc3ccccc23)CC1,-1,2,5,-1.4,1,-1,-5
CCC(C(=O)Nc1cccc(C(=O)O)c1C)c1ccccc1 (configuration not stated),1,-1,x,1.9,-5,-3,1
O=C(c1ccccc1)N1CCN(C(=O)c2ccccc2)c2ccccc21,1,-3,-8,0.8,-1,1,6
O=C1c2nccnc2C(=O)N1c1ccc(F)cc1,8,-4,x,x,-8,1,-2
C[C@@H]1CN([C@@H](C)CO)C(=O)c2cc(NS(=O)(=O)c3cn(C)cn3)ccc2O[C@H]1CN(C)Cc1ccncc1,2,0,5[16.7 µM],1.2,-3,-2,12
Cc1ccccc1CN(C)C[C@H]1OCc2cnnn2CCCC(=O)N([C@@H](C)CO)C[C@@H]1C,-1&-1,-1&-2,-3,0.0&-1.0,5&0,-4&2,2&-2
Nc1ccccc1Nc1nc2ccccc2[nH]1,-17,-2,-12,1.3,2,2,1
O=C(Nc1ccc(F)cc1)N1CC(=O)N2[C@@H](CO)[C@H](c3ccc(-c4ccccc4)cc3)[C@@H]2C1,-1,-1,x,0.9,3,-2,6
COc1ccc2c3c(n(C)c2c1)[C@H](CO)N(C(=O)CC1CC1)CC31CCN(C(=O)C2CC2)CC1,0,-4,x,-2.7,-3,-2,3
COc1ccccc1CNC(=O)CSc1ccccc1,1,2,x,-0.6,-1,-1,-6
CC(C)OC(=O)c1ccc(COc2ccc3ccc(=O)oc3c2)o1,-3,-2,-2,-1.7,2,8,-5
CC(C)c1ccc(N(CC(=O)NC2CCCC2)C(=O)CCC(=O)Nc2nccs2)cc1,0,1,x,0.8,-6,0,-3
Cc1ccccc1-n1ncc2c1CC(C)(C)CC2NC(=O)CCN1Cc2ccccc2C1=O (configuration not stated),0,1,3,-1.4,1,5,-7
C[C@@H]1CN([C@@H](C)CO)C(=O)c2cccc(NS(=O)(=O)c3ccccc3)c2O[C@H]1CN(C)S(=O)(=O)c1ccccc1,-2,0,-7[16.7 µM],-2.7,5,1,-9

# Retrieved one by one from the entries so far:
mol,ERAP1 inh,SIRT5 block,miR122 inh,F508del corr,ERp5 block,CASP6 VEID inh,DENV2 CPE rescue
Cc1ccccc1-n1ncc2c1CC(C)(C)CC2NC(=O)CCN1Cc2ccccc2C1=O (configuration not stated),0,1,3,-1.4,1,5,-7
Cc1ccc(NC(=O)CSc2nc3ccccc3nc2N2CCOCC2)cc1,2,1,4,5.0,2,-1,3
Cc1ccc(N2CC(C(=O)Nc3ccc(S(=O)(=O)N4CCOCC4)cc3)CC2=O)cc1 (configuration not stated),12,0,-4,-0.5,3,3,-5

# Single records, from the list above. Order of values: ERAP1 inh, SIRT5 block, miR122 inh, F508del corr, ERp5 block, CASP6 VEID inh, DENV2 CPE rescue
# Results for COc1ccc2c3c(n(C)c2c1)[C@H](CO)N(C(=O)CC1CC1)CC31CCN(C(=O)C2CC2)CC1 = 0, -4, x, -2.7, -3, -2, 3
# Results for C[C@@H]1CN([C@@H](C)CO)C(=O)c2cccc(NS(=O)(=O)c3ccccc3)c2O[C@H]1CN(C)S(=O)(=O)c1ccccc1 = -2, 0, -7[16.7 µM], -2.7, 5, 1, -9
# Results for Cc1ccccc1-n1ncc2c1CC(C)(C)CC2NC(=O)CCN1Cc2ccccc2C1=O (configuration not stated) = 0, 1, 3, -1.4, 1, 5, -7
# Results for COc1ccccc1CNC(=O)CSc1ccccc1 = 1, 2, x, -0.6, -1, -1, -6

# Of the compounds above, 3 have a furan ring, fused or not.
mol,ERAP1 inh,SIRT5 block,miR122 inh,F508del corr,ERp5 block,CASP6 VEID inh,DENV2 CPE rescue
Cc1ccc(S(=O)(=O)N2CCN(C(=O)c3ccco3)CC2)cc1,5,7,-1,0.5,-3,3,9
O=S(=O)(NCc1ccc2c(c1)OCO2)c1ccc2c(c1)oc1ccccc12,2,-2,2,-2.4,2,-3,x
CC(C)OC(=O)c1ccc(COc2ccc3ccc(=O)oc3c2)o1,-3,-2,-2,-1.7,2,8,-5
